Screening results (PubChem)
APJ antagonist: antagonists of human APJ apelin receptor. inhibition, % at 20 µM. 330,000 compounds, 0.32% hits. P35414. CHO-K1 APJ beta-arrestin complementation, luminescence;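 active means inhibition above about 40% at 20 µM, limit read from the data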;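 further: cells challenged with 10 nM apelin-13 agonist together with compound; plate controls were apelin-13 plus DMSO wells for no effect and DMSO wells lacking apelin-13 for full effect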
CCR6 antagonist: antagonists of human CCR6 receptor; 340,000 compounds, 0.49% hits; CHO-K1 CCR6 PathHunter beta-arrestin, luminescence, CCL20-stimulated; inhibition, % at 20 µM; AID 493098;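 active means compounds whose inhibition of the agonist-driven luminescence signal at 20 µM reaches about 50%, limit read from the data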;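 further: cells stimulated with CCL20 at 14 nM final; plate controls were DMSO with CCL20 for no effect and DMSO without agonist for full effect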
Target sequence (P51684 whole entry, looked up): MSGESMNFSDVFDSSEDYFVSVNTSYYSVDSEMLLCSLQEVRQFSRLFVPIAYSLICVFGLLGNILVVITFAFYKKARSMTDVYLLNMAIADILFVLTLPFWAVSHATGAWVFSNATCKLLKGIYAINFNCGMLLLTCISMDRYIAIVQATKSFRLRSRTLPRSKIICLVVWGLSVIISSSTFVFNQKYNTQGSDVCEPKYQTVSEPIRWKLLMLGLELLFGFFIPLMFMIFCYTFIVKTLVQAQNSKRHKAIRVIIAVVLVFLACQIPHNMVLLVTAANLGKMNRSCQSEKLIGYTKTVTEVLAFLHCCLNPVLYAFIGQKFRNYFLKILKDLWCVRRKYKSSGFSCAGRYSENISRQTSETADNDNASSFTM
Gli-Sufu block: blocks Gli-Sufu signaling in a luciferase reporter; inhibition, % at 5 µM; 340,000 compounds, 0.74% hits; Sufu-KO-LIGHT fibroblasts, Gli luciferase reporter luminescence;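 active means inhibition above about 55%, limit read from the data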;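 further: 0% = DMSO-treated cells and 100% = wells with medium but no cells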
UBC13 polyUb: inhibitors of human UBC13 polyubiquitin chain formation. P61088. TR-FRET. inhibition, % at 20 µM. 330,000 compounds, 0.47% hits. AID 485273; in the data active means inhibition above about 45%, passing the limit was not always enough
Target sequence (P61088 whole entry, looked up): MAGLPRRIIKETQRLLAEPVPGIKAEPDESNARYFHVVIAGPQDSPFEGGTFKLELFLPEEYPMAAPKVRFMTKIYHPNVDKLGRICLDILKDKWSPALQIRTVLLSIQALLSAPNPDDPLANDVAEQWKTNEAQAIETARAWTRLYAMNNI
697 NFkB inh: lowers PMA/ionomycin-induced NF-kB signal in 697 B cells; 697 B-cell NF-kB luciferase reporter, 16 h; inhibition, % at 4 µM; 330,000 compounds, 0.33% hits; AID 435022; in the data active means inhibition above about 35%
CXCR6 block: inhibitors of human CXCR6 receptor | O00574 | inhibition, % at 20 µM | 360,000 compounds, 0.36% hits | CHO-K1 PathHunter CXCR6 beta-arrestin, luminescence; in the data active means inhibition above about 34%, passing the limit was not always enough;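 further: antagonist mode with CXCL16 agonist at 10 nM final; 0% = 10 nM CXCL16 with DMSO and 100% = unstimulated wells without agonist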
Jurkat NFkB inh: lowers PMA/ionomycin-induced NF-kB signal in Jurkat cells; PMA/ionomycin-induced NF-kB luciferase reporter, luminescence; inhibition, % at 4 µM; 330,000 compounds, 0.53% hits; in the data active means inhibition above about 50%
EBI2 block: EBI2 (human) antagonism; P32249; 360,000 compounds, 0.81% hits; EBI2 beta-arrestin recruitment, luminescence, 7a,25-OHC stimulated; inhibition, % at 5 µM; in the data active means inhibition above about 38%;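 further: enzyme fragment complementation signal reports receptor beta-arrestin coupling in cells; 0% = agonist plus DMSO wells and 100% = wells without agonist; some results beyond the cut were filed as inactive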
Target sequence (P32249 whole entry, looked up, the tested form may be a part): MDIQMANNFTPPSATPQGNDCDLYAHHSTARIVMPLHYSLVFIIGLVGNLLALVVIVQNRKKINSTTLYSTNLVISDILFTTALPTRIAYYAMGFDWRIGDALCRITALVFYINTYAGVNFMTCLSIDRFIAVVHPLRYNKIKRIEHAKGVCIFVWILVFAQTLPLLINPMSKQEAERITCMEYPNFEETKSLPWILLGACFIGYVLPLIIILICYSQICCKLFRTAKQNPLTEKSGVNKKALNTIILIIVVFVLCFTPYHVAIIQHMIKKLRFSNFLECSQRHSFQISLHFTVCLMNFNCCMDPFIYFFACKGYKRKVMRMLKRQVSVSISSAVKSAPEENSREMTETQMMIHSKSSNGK
Numbers without * were called inactive; . = not tested or not shown. This is a random part of the collection (roughly 3% active in at least one column).

SMILES	APJ antagonist	CCR6 antagonist	Gli-Sufu block	UBC13 polyUb	697 NFkB inh	CXCR6 block	Jurkat NFkB inh	EBI2 block
O=C(Nc1cc(Cl)ccc1-n1cncn1)c1ccc([N+](=O)[O-])s1	-98	6	15	-12	19	0	6	-32
CCn1cc(C(=O)NCCN(CC(C)C)CC(C)C)c(=O)c2cc(S(=O)(=O)N3CCOCC3)ccc21	12	19	47	-10	-24	2	5	-15
O=c1[nH]n(CC2COC3(CCCCC3)O2)c(=O)c2ccccc12 (centres undefined)	-3	4	-5	3	3	2	-26	14
O=C(Nc1ccc(Br)cc1)c1ccccc1Br	20	2	-79	-2	-152	-4	-78	-10
CNC(=O)C1Cc2ccccc2CN1S(=O)(=O)c1cccs1 (centres undefined)	-9	17	-6	6	3	-4	-5	-5
Cc1ccc(/C=N/NC(=S)NC(C)C)o1	3	-1	-5	-19	-38	-9	-26	-14
COc1cccc(N2CCN(C(=O)c3cc(-c4ccccc4)nc4c3cnn4C(C)C)CC2)c1	1	14	7	9	0	19	-7	13
CCOC(=O)CSc1nnc(Cn2c(=O)sc3ccccc32)n1-c1ccccc1C	11	-14	0	-4	5	0	-5	-3
CCC1(NC(C)=O)CC2CC1CC2NC(C)=O (centres undefined)	0	-1	5	12	24	-12	-1	-10
Cc1nn(Cc2ccc(Cl)cc2Cl)c(Cl)c1/C=C/C(=O)OCC(=O)NCC(F)(F)F	-5	27	0	-6	-6	0	-1	6
N#CCSc1nc2sc3c(c2c(=O)n1C1CCCCC1)CCCC3	21	23	-11	-8	-58	10	-23	8
NC(=O)c1cc(C(=O)Cc2ccccc2)c[nH]1	3	7	-6	3	14	-7	20	-2
COc1cc(/C=N/NC(=O)c2ccc3c(c2)OCCO3)cc(Cl)c1O	16	-5	-11	4	-9	8	-3	-11
COC(=O)c1sc(S(=O)(=O)N2CCCCC2)c(C(=O)OC)c1C	13	12	5	-2	25	0	-8	0
COc1ccc(N2C(=O)S[C@@H]3CS(=O)(=O)C[C@@H]32)cc1	-5	10	-2	5	-1	6	-5	3
O=C(N/N=C/c1ccsc1)c1cc2ccccc2o1	2	17	0	0	-28	0	4	-4
Cc1cc(C)n(-c2ccc(C(=O)Nc3ccc(C)c(S(=O)(=O)N4CCOCC4)c3)cc2)n1	-37	-6	5	13	-38	-7	25	-3
O=C(O)C1C2CCC(C2)C1C(=O)NCCC1=CCCCC1 (centres undefined)	9	-1	-4	-9	9	9	-8	-9
c1ccc(N2CCN(c3c4c(nc5ncnn35)CCC4)CC2)cc1	5	16	13	8	2	-5	18	-1
CCN(C(=O)COC(=O)c1ccccc1NC(=O)c1ccco1)C1CCS(=O)(=O)C1 (centres undefined)	9	7	-2	2	14	-11	-2	-13
COc1ccc(-n2c(COc3cccc4ccccc34)nnc2SC(C)C(=O)O)cc1 (centres undefined)	-5	0	12	2	18	3	2	-6
CCOC(=O)c1ccccc1NS(=O)(=O)c1ccc(S(=O)(=O)N2CCCC2)cc1	-3	-4	.	-5	-23	4	-39	-2
COC1=C/C(=C/c2c(N)n3nc(-c4ccc(C)cc4)sc3nc2=O)C=CC1=O	.	17	-43	.	.	1	.	-13
CC(C)Oc1ccc(CNC(=S)N/N=C/c2cccnc2)cc1	2	-15	-11	-11	-31	-1	5	14
CCc1cc(Br)ccc1NC(=O)C1CCCO1 (centres undefined)	2	10	-1	4	13	-4	12	0
O=C(NC(c1ccccc1)c1ccccc1)C1CCCO1 (centres undefined)	-25	16	-17	8	14	-3	10	-5
O=C(N/N=C/c1ccco1)C1(O)c2ccccc2-c2ccccc21	1	-15	4	-3	15	-5	-10	14
CCc1noc(C)c1C(=O)OCC(=O)NCc1ccccc1OC	16	3	-12	10	5	-1	-5	-3
COc1ccc(S(=O)(=O)N2CCN(Cc3ccco3)CC2)cc1	12	10	13	6	20	0	6	1
COc1cc(NC(=O)Cc2ccc(OC)c(S(=O)(=O)N3CCOCC3)c2)c(OC)cc1Cl	7	12	12	37	13	-10	9	-1
Brc1ccc2c(c1)C(c1cccs1)=NNC(c1cccnc1)=N2	5	9	6	-6	5	3	5	-4
OC(Cn1cccn1)c1ccccc1 (centres undefined)	-3	8	6	3	21	-3	-5	-5
CC(C)N(Cc1ccccc1)C(=O)COC(=O)c1ccc2ncsc2c1	15	6	-2	2	2	7	-8	4
Cc1ccc(S(=O)(=O)N2CCN(C(=O)COC(=O)c3cc(C)oc3C)CC2)cc1	13	13	3	5	9	7	-6	18
Cc1ccc(CC(=O)Nc2cccc(S(=O)(=O)N3CCOCC3)c2)cc1	-6	1	2	2	8	4	10	-8
Cc1ccc([N+](=O)[O-])cc1NC(=O)CCc1ccccc1	1	20	4	-4	11	5	-8	-2
C/C(=C\CCC1(C)C2CC3C(C2)C31C)C(=O)O (centres undefined)	3	12	0	-9	-1	-5	-5	-3
CN(C1CCCCC1)S(=O)(=O)c1ccccc1	2	8	2	-10	0	-1	9	14
COc1ccc(N(CC(=O)NCCSc2ccccn2)S(=O)(=O)c2ccccc2)cc1OC	4	-5	-6	4	16	8	7	-7
CCc1cccc2c(C(=O)COC(=O)c3c(C)noc3C)c[nH]c12	-14	2	-2	8	1	-10	-14	9
CCOc1ccc(NS(=O)(=O)c2ccc(C(=O)NCCN3CCOCC3)cc2)cc1	2	6	2	-1	11	-9	19	8
O=C1CN(C(=O)CSc2nncs2)c2ccccc2N1	-6	5	4	-8	12	-8	5	1
CSc1nsc(SC)c1NC(=O)Nc1ccccn1	0	-5	18	-2	-21	3	-11	0
C=CCN(C1CCCCC1)S(=O)(=O)c1ccc2c(c1)oc(=O)n2C	-27	-2	-8	-2	-2	2	2	-3
O=C(NCC(=O)N1CCN(S(=O)(=O)c2cccs2)CC1)c1ccc(Cl)cc1	13	0	5	5	21	3	-2	-11
CCc1nnc(NC(=O)CSc2nnc3c4ccccc4n(C)c3n2)s1	26	-2	1	-1	20	-7	11	-3
Cc1cc(C)c(S(=O)(=O)Nc2ccc(OCC(=O)O)cc2)c(C)c1	-54	8	-9	-1	9	0	1	-8
Cc1ccccc1C(=O)OCC(=O)Nc1cccc(S(=O)(=O)NC2=NCCC2)c1	9	4	-5	-4	0	2	-1	2
Cc1ccc(-n2ncc3c(=O)n(-c4ccc(C)c(C)c4)c(-c4ccco4)nc32)cc1	14	11	5	-10	-39	14	-1	51*
CCN(CC)S(=O)(=O)c1ccc(-c2nnc(SCc3nnc(-c4ccc(C)cc4)o3)o2)cc1	17	19	5	2	-26	1	5	28
O=C(O)c1cc(/C=C/c2ccc(N3CCOCC3)c([N+](=O)[O-])c2)nc2ccccc12	18	35	1	-38	-31	16	-23	6
COCCCNC(=O)Cn1cc(C(=O)c2cccs2)c2ccccc21	19	7	2	14	21	-4	-3	20
CCOC(=O)C1=C(C)N=C2SC(C)C(=O)N2C1c1cccc(F)c1 (centres undefined)	2	13	5	2	13	1	-2	10
N#C/C(=C\c1ccc(O)c(Br)c1)C(=O)NCc1ccccc1	-41	4	-2	-1	5	-8	-10	4
COC(CNC(=O)c1ccc2c(c1)ncn2-c1cccc(F)c1)OC	7	-1	-9	9	19	0	5	8
O=C(Nc1nc2ccccc2[nH]1)c1ccccc1[N+](=O)[O-]	3	4	-35	-5	-19	-9	-27	-4
COc1c(C)cc(Br)cc1C(=O)NC(=S)NCc1ccco1	7	32	-6	-5	-11	4	-9	3
C/C(=N\Nc1ccc(S(N)(=O)=O)cc1[N+](=O)[O-])c1ccc2c(c1)OCO2	.	32	2	.	.	13	.	11
O=C(NC1CCCC1)C(c1ccccc1F)N(C(=O)Cc1cccs1)c1ccc2c(c1)OCCO2 (centres undefined)	4	15	1	3	-14	1	-12	1
CN(C)S(=O)(=O)c1ccc(C(=O)NCc2nnc(SCC(=O)N3CCCCCC3)o2)cc1	-11	0	-4	2	-3	0	2	-10
Following part:
SMILES	APJ antagonist	CCR6 antagonist	Gli-Sufu block	UBC13 polyUb	697 NFkB inh	CXCR6 block	Jurkat NFkB inh	EBI2 block
O=C(CCCC(=O)Nc1cccc(Br)c1)N/N=C/c1cc([N+](=O)[O-])ccc1O	49*	43	-3	-46	-43	38	13	14
Cc1cc(NC(=O)CCC(=O)N(Cc2ccco2)C2(C(=O)NC3CCCCC3)CCN(C)CC2)no1	10	3	7	5	26	-2	0	-1
C/C(=N\NC(=O)c1nc2ccccn2c1C)c1ccco1	-1	-6	-55	-7	-49	-8	-52	2
CC(=O)NC(=C(Cl)Cl)S(=O)(=O)c1ccccc1	11	9	7	11	-73	-4	45	-16
COc1ccc(Br)c2oc(SC)cc(=O)c12	9	6	14	5	15	-5	12	4
COc1ccc(-n2c(=O)c3ccccc3c3ccccc3c2=O)c(OC)c1	-11	21	-6	8	9	6	-2	-3
CCC(=O)N1c2ccccc2[C@@H](N(C(C)=O)c2ccccc2)C[C@H]1C	11	2	20	0	51*	7	5	-12
CCOc1ccc(C(c2nnnn2Cc2ccccc2)N2CCN(C(=O)c3ccco3)CC2)cc1 (centres undefined)	-3	5	2	-2	-15	3	-2	4
Cc1nc(NC(=O)CN2CCCCC2)sc1C(=O)N(C)C	-20	-18	3	0	14	6	11	-15
CCC12CSc3nc(Cl)ccc3N1C(=O)C(=O)N2C (centres undefined)	.	-1	6	.	.	5	.	8
O=C(CN1CCOCC1)Nc1ccc(NC(=O)CN2CCOCC2)c(Cl)c1	-1	-23	18	4	8	-10	10	1
Cc1ccc(CNC(=O)[C@H](C)NC(=O)C2CCN(C(=O)[C@@H]3CCCN3C(=O)OC(C)(C)C)CC2)cc1	-2	-11	2	0	-9	-5	-5	-3
CCCC(=O)Nc1c2c(nn1-c1ccc(F)cc1)CS(=O)(=O)C2	10	17	8	1	8	0	-11	0
COc1cc(OC)cc(C(=O)NCC(=O)OCC(=O)Nc2ccc(C)c(S(=O)(=O)N3CCOCC3)c2)c1	10	9	-10	0	-9	-3	-2	0
Cc1ccc(NC(=O)C(C)Sc2nnc(C)n2C)cc1 (centres undefined)	8	11	-5	0	-3	3	12	2
O=C(CSc1nc(-c2cccs2)cc(C(F)(F)F)n1)NCc1ccco1	7	6	2	-2	8	9	8	-6
O=C(Nc1nccs1)C1CC=CCC1C(=O)OCC(F)(F)C(F)F (centres undefined)	1	2	-3	-2	14	3	-1	-9
COc1ccccc1Oc1c(C)oc2c(CN3CCN(CCO)CC3)c(O)ccc2c1=O	-3	-2	7	5	6	.	0	.
CCCCn1c(SCC(=O)Nc2nnc(C)s2)nc2c1c(=O)n(C)c(=O)n2C	15	20	4	9	7	9	-2	4
Cc1ccc(OC(=O)c2ccc(N3CCOCC3)c([N+](=O)[O-])c2)cc1	-19	-3	7	-10	-12	2	-4	11
COc1cccc(/C=N/Nc2ccc(S(=O)(=O)O)cc2)c1O	-5	-9	-9	8	13	-8	4	4
O=C(c1ccc2nccnc2c1)N1CCN(c2cccc(C(F)(F)F)c2)CC1	8	18	-13	-2	9	2	7	3
CC(C)C(c1nnnn1C1CCCCC1)N1CCN(c2ncccn2)CC1 (centres undefined)	22	16	5	0	-11	4	-12	-3
